Assay outcomes as filed in PubChem.
Pf Dd2 inh: inhibitors of Plasmodium falciparum Dd2 growth; Potency, µM (titrated, usually from 28.9 µM), without a hit: top-dose activity, negative = inhibition, actives largely listed as inhibitors; AID 1347417; P. falciparum Dd2 growth, SYBR Green, 72 h; 120,000 compounds, 4.3% hits; active = well fitted inhibition curve with a large enough effect; inconclusive = small, poorly fitted or top-dose-only effect; inactive = no such curve, though single readings can be large or run the other way;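 note: plate controls were DMSO vehicle for no effect and reference drug for full effect; nearly all actives have a fitted effect of over 65% in size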
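Infected erythrocytes (Dd2, 0.3% parasitemia, 2.5% hematocrit final) are added to compound in RPMI-1640/Albumax II medium, grown 72 h at 37C in low oxygen, then lysed with saponin/Triton-X containing SYBR Green and read by fluorescence.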
Starred values were filed as active, the others as inactive; i = inactive; ? = inconclusive; [ ] = dose if it differs, or a comment. Potency is the fitted concentration of half-maximal effect.

canonical_smiles	Pf Dd2 inh
CC1=C[C@@H](CN2C(=O)C(C)=C(C)C2=O)[C@H](C(C)C)C[C@H]1Cc1nc2ccc(C)cc2[nH]1	?
CCc1c(C)sc2c1CCN(C(=O)Nc1cc(Cl)c(OC)cc1OC)C2c1ccccc1 (stereo unspecified)	?
COc1ccc(-c2noc([C@@H]3CCCN3C(=O)C3(c4ccc(OC)cc4)CC3)n2)cc1	i
Cc1cccc(NC(=O)c2c(C)oc3ncnc(N4CCCCC4)c23)c1C	-7%
CCOc1ccc(C(=O)c2cn(CC(=O)Nc3ccc(OC)cc3)c3cc4c(cc3c2=O)OCO4)cc1	-14%
CC(C)(CC(=O)O)CC(=O)N1CCN2C(=O)c3cc(-c4ccc(Cl)cc4)ccc3NC(=O)[C@H]2C1	-19%
COc1cc(OC)c(CNC(=O)c2c(C)noc2-c2cccs2)c(OC)c1	i
Cc1cc2nc3n(c(=O)c2n1CC(=O)Nc1ccc(F)cc1)CCCCC3	-13%
COc1cc(NC(=O)Cn2ccn3nc(-c4ccccc4)c(CO)c3c2=O)cc(OC)c1OC	-10%
COc1ccc(NC(=O)C(=O)NCCc2csc(-c3ccc(Cl)cc3)n2)cc1	19%
CCC1CCCCN1S(=O)(=O)c1cc2c(cc1C)NC(=O)CO2 (stereo unspecified)	?
CCOC(=O)c1ccc(NC(=O)c2nsc3ccccc23)cc1	6%
Cn1cc(-c2cnc3[nH]cc(CC(=O)Nc4ccc(N5CCOCC5)cc4)c3c2)cn1	45%[activator][44.1 µM]
CCC(Oc1ccccc1F)C(=O)Nc1c(C(=O)c2ccccc2)oc2ccccc12 (stereo unspecified)	?
Cc1cc(C)n2ncc(CN3CCCC3c3nc(-c4ccncc4)no3)c2n1 (stereo unspecified)	?
COC[C@H]1NC(=O)CC[C@H]1C(=O)NCc1ccccc1OC	-29%
COc1cc(NS(=O)(=O)c2cc3c(cc2C)n(C)c(=O)c(=O)n3C)cc(OC)c1	-6%
CCOc1ccc(NC(=O)C2CCN(c3nnc(C)c4c(C)n(-c5ccccc5)nc34)CC2)cc1	4%
O=C(c1cc(-c2cccc(C(F)(F)F)c2)c2nncn2n1)N1CCN(c2ncccn2)CC1	5%
COc1ccc(CO[C@H]2COCCN(c3nc4ccccc4s3)C2)cc1	-22%[44.1 µM]
O=C(O)Cn1nc(C2CCOCC2)nc1C1CNC(=O)C1 (stereo unspecified)	-9%
O=C(NCc1ccc(F)cc1)N1CCC(c2noc(-c3cnccn3)n2)C1 (stereo unspecified)	25%[5.79 µM]
N[C@@H](Cc1cnc[nH]1)C(=O)N1CCC(c2cc(-c3ccccc3Cl)n[nH]2)CC1	-16%
COc1ccc(NC(=O)C2(C)CCCc3cnc(Nc4cccnc4)nc32)cc1 (stereo unspecified)	i
CCC(Cn1nnc2ccccc2c1=O)NC(=O)Nc1ccc(C)c(C)c1 (stereo unspecified)	24%
CCCCN(Cc1ccco1)C(=O)Cn1ncc2c([nH]c3ccccc32)c1=O	60%[activator]
O=C(NCc1ccccc1)N1CCCC(Cn2cnc3cccnc32)C1 (stereo unspecified)	-24%
Cc1noc([C@@H]2CC(F)(F)CN2)n1	29%
CC1=C(C(=O)NCc2ccccc2C)C2(CCCCCC2)OC1=O	i
COc1ccccc1OC(C)C(=O)Nc1cccc(-c2nc3ccccc3s2)c1 (stereo unspecified)	?
COc1ccc(CN2C(=O)CO[C@H]3CN(C(=O)NCc4ccccc4)C[C@H]32)cc1	?
Cc1noc([C@@H]2CN(Cc3cccc(Cl)c3)C[C@H]2CO)n1	-27%
CC(C)CCNC(=O)C1CCN(C(=O)N2CC3CC(C2)[C@H]2CCCC(=O)N2C3)CC1 (stereo partly specified)	-2%
COCCNC(=O)CC1Sc2ncccc2N(CC(C)C)C1=O (stereo unspecified)	7%
CC(=O)N1CCC(O)(c2csc(CN3CCN(C)CC3)n2)CC1	?
O=C(c1ccncc1)N1CC2CCC(C1)N2Cc1cccc(-c2ccsc2)c1	8%
COc1ccc(CNC(=O)N2CCCC(Cc3noc(-c4cnccn4)n3)C2)cc1 (stereo unspecified)	i
Cc1noc([C@@H]2CN(C(=O)c3occc3C)C[C@H]2COCC2CC2)n1	-14%
CC1=C[C@@H](CNCc2ccc(F)cc2)[C@H](C(C)C)C[C@H]1Cc1nnc(-c2cncn2C)o1	?
COc1ccc(-c2cc(C)no2)cc1S(=O)(=O)N1CCN(c2ccccc2F)CC1	-4%
CC#CCn1cc2c3c(cccc31)[C@H](CC(C)C)N[C@H](C(=O)NC1CC1)C2	?
CC(C)c1noc(C2CCCN(S(C)(=O)=O)CCC(=O)NCC2)n1 (stereo unspecified)	2%
CCCCOc1ccc(C(=O)Nc2nnc3n2CCS3)cc1	?
O=C(CN1C(=O)NC(c2ccc(Cl)cc2)C2=C1COC2=O)Nc1ccc(Cl)cc1F (stereo unspecified)	-19%
CCN(CC)S(=O)(=O)c1ccc2c(c1)N(CC(=O)Nc1cccc(C(C)=O)c1)C(=O)CO2	21%
COc1cccc(CNC(=O)N2CCc3c(sc4c3CCCC4)C2c2ccc(F)cc2)c1 (stereo unspecified)	?
O=C1CCCCC(CNC(=O)c2ccccn2)N1 (stereo unspecified)	13%
Cc1cccc(CNC(=O)CCCn2c(=O)c3cccn3c3ccc(F)cc32)c1	?
Cc1ccc(-n2ncc3c(Nc4cccc(C)c4)ncnc32)cc1	-13%
O=S(=O)(c1cc(F)cc(F)c1)N1CCCC(Cn2c(C3CC3)nc3cccnc32)C1 (stereo unspecified)	i
CCn1cc(CN(C)C(=O)c2ccc3c(c2)C(O)CCCCCN3C)c(C)n1 (stereo unspecified)	i
CCOC1CCOC2(CCN(C(=O)c3nn(C)c4ccccc34)CC2)C1 (stereo unspecified)	?
CCN(c1cc(C)cc(C)c1)S(=O)(=O)c1nnc(NC(=O)C2CCCCC2)s1	?
CC(C)c1nnc(C2CN(C(=O)c3ccc4ccccc4n3)CC23CCOCC3)o1 (stereo unspecified)	-20%
COc1cccc([S+](=O)([O-])N2CCC3(CC2)C(=NC2CCCC2)NC(=O)N3c2cccnc2)c1	44%[activator]
COC(=O)c1ccc(NC(=O)CCNS(=O)(=O)c2cccc3nsnc23)cc1	-7%
COc1cc2c(cc1OC)C(C[C@H]1CN(C(=O)Nc3ccc(F)cc3)CC[C@H]1CC(=O)O)=NCC2	-22%
Cc1csc(NC(=O)[C@@H]2C[C@H](c3cccc(C(F)(F)F)c3)N(Cc3cnn(C)c3)C2)n1	?
CCCSCCCNC(=O)c1ccc2c(c1)sc1nc(-c3ccc(OCC)cc3)cn12	3.5µM*
CN(C)Cc1nnc(C2CCN(C(=O)c3nc(N)nc4c3CCCC4)CC2)n1C	-22%

Next part.
canonical_smiles	Pf Dd2 inh
O=[S+]([O-])(NC1CCN(c2nc3ncccc3o2)CC1)c1cccs1	-15%
COc1ccc(C(=O)N2CCOC3(CCN(C(=O)C4CCN(C)CC4)CC3)C2)cc1	5%
O=C(NCc1nncn1C1CCCCC1)C1NCCc2[nH]cnc21 (stereo unspecified)	5%
COc1ccc(C2Cn3nnc(C(=O)N4CCN(C(=O)Cc5ccc(Cl)cc5)CC4)c3CO2)cc1 (stereo unspecified)	?
COc1cccc(CNC(=O)[C@@H]2C[C@@H](O)CN2C2CCN(C(=O)c3ccc(C)s3)CC2)c1	?
CCOC(=O)c1ccccc1NC(=O)c1cn(CC(C)C)c(=O)c2cc(OC)c(OC)cc12	?
Cc1ccccc1C(=O)N1CCC2(CC1)OCC(C(=O)NCC1CCCO1)N2C(=O)c1ccccc1 (stereo unspecified)	16%
COCC(=O)N1CC(F)(F)C[C@H]1c1nc(-c2cccnc2)no1	10%
O=C1CC(c2ccccc2)N(Cc2ccncc2)CCCN(C(=O)NCc2ccc(F)cc2)CCN1 (stereo unspecified)	?
C=CCN1CCN(C(=O)CCC[C@@H]2[C@H]3CCCN4CCC[C@@H](CN2Cc2cccnc2)[C@@H]34)CC1	?
CC(C)(Oc1nn(Cc2cccc(Cl)c2)c2ccccc12)C(=O)NC1CC1	?
COc1cccc(CNC(=O)C2CCN(C(=O)c3cc4c(=O)[nH]c(C)cn4n3)CC2)c1	?
Cn1c(=O)oc2cc(S(=O)(=O)N3CCCC(C(=O)Nc4ccc(Br)cc4F)C3)ccc21 (stereo unspecified)	?
Oc1cccc(Nc2cc(-c3ccccc3)ncn2)c1	-14%
COc1ccc(CCC(=O)NCCc2csc(-c3cccc(F)c3)n2)cc1	4%
COC[C@@H]1CN(C(=O)Cc2ccc(OC)cc2)C[C@H]1C(N)=O	i
Cc1c(F)cccc1NC(=O)N1C[C@@H](F)C[C@H]1C(=O)N1CCOCC1	33%[activator]
Cn1ncc(N2CCC(CNC(=O)CCN3CCCC3=O)C2)cc1=O (stereo unspecified)	-5%
COc1ccc(N2C(=O)C(CC(=O)Nc3ccccc3)N(CCC3=CCCCC3)C2=O)cc1 (stereo unspecified)	i
NC(=O)Cc1c[nH]c2ncc(-c3cccc(O)c3)cc12	?
O=C(CSC1=Nc2ccccc2N=C(c2ccc(F)cc2)C1)Nc1ccccc1	-4%
COCCN1C(=O)[C@H]2CN(Cc3cc(Br)ccc3OC)C[C@H]2C1=O	-17%
O=C(c1ccccc1)N1CCC(N2C(=O)C(OCC3CC3)C23CCCCC3)CC1 (stereo unspecified)	?
CCOc1cc(C2c3c(oc4ccc(F)cc4c3=O)C(=O)N2Cc2ccc(C)cc2)ccc1O (stereo unspecified)	-13%
COc1cc(CCC(=O)NCc2ccc3c(c2)CCN3C(=O)c2ccc(F)cc2)cc(OC)c1OC	i
Cc1ccc(-c2nnc(SCc3ccccc3C)o2)cc1	17%
COc1ccc(OC)c(S(=O)(=O)N2CCC(OC3CCN(C)CC3)CC2)c1	i
CN(C)C(=O)CN1C(=O)CO[C@H](c2ccc(NC(=O)c3cccc(C#N)c3)cc2)[C@H]1CO	-5%
COC(=O)CN1C(=O)[C@@H]2C[C@@H](O)CN2C2(CN(Cc3ccccc3F)C2)C1=O	0%[44.1 µM]
Cc1ccc(S(=O)(=O)NCC(c2ccco2)N2CCOCC2)cc1 (stereo unspecified)	47%
CCOC(=O)c1c(C)[nH]c(C)c1S(=O)(=O)N(C)CC(=O)Nc1ccc(C)c(N(C)C)c1	21%
Cc1ccc(Cn2c(SCc3ccc(C(=O)NCCc4ccccc4)cc3)nc3ccncc32)cc1	6.3µM*
Cc1ccc(Nc2cc(C(=O)NCc3cccs3)c3ccccc3n2)c(C)c1	?
CN(C)CCCC(=O)N1Cc2ccccc2CC2(CCCCN2CC2CCNCC2)C1 (stereo unspecified)	?
CCn1ccnc1CN1CC[C@H](N2CCN(C)CC2)[C@H](CCC(=O)O)C1	10%
CCc1ccc(NC(=O)CSc2nc3c([nH]c4ccccc43)c(=O)n2C)cc1	0%

Reprinted from above (two entries):
canonical_smiles	Pf Dd2 inh
CC1=C[C@@H](CN2C(=O)C(C)=C(C)C2=O)[C@H](C(C)C)C[C@H]1Cc1nc2ccc(C)cc2[nH]1	?
CCc1c(C)sc2c1CCN(C(=O)Nc1cc(Cl)c(OC)cc1OC)C2c1ccccc1 (stereo unspecified)	?

(continued)
canonical_smiles	Pf Dd2 inh
Cc1ccc(C)c(N2CCN(C3(c4ccccc4)C(=O)c4ccccc4C3=O)CC2)c1	?
CCN1CCC2(CCC1=O)CN(Cc1cscn1)CCN2C (stereo unspecified)	-5%
C[C@H]1CCCN1C(=O)c1nnc(COc2cccc(C(F)(F)F)c2)n1-c1ccccc1	i
CCOC(=O)c1c(NC(=O)CSc2cn(CCNC(=O)c3ccccc3OC)c3ccccc23)sc2c1CCC2	11µM*
Cc1ccc(NC(=O)c2sc3nc(-c4ccncc4)ccc3c2N)cc1	356%[activator]
CO[C@H]1C[C@@H](O)C12CCN(C(=O)CCc1cn3ccccc3n1)CC2	-11%
COc1ccc(NC(=O)Cn2nc3n(c2=O)CCCCC3)c(OC)c1	58%[activator]
N#Cc1cccc(CN2CCCC(c3[nH]ccc3C(N)=O)C2)c1 (stereo unspecified)	?
Cc1cnc(C(=O)N[C@@H]2CCC[C@@H]2C(=O)NCc2ccc3c(c2)OCO3)cn1	?
O=C(NCc1cccc(F)c1)C1CCN(c2cn[nH]c(=O)c2)C1 (stereo unspecified)	-2%
Cc1ccccc1S(=O)(=O)N1CCCC(CCC(=O)Nc2cccc(Cl)c2)C1 (stereo unspecified)	13µM*
CC(C)C1CN(C(=O)CCn2ccc(=O)[nH]c2=O)CCC(=O)N1CC1CC1 (stereo unspecified)	9%
CCC1=C(C(=O)OC)C(c2cccc(OC)c2)N2C(CC(=O)N3CCOCC3)=CSC2=N1 (stereo unspecified)	?

An excerpt of these results, with each value named:
> COCCN1C(=O)[C@H]2CN(Cc3cc(Br)ccc3OC)C[C@H]2C1=O
  Pf Dd2 inh = -17%
> O=C(c1ccccc1)N1CCC(N2C(=O)C(OCC3CC3)C23CCCCC3)CC1 (stereo unspecified)
  Pf Dd2 inh = ?
> CCOc1cc(C2c3c(oc4ccc(F)cc4c3=O)C(=O)N2Cc2ccc(C)cc2)ccc1O (stereo unspecified)
  Pf Dd2 inh = -13%
> COc1cc(CCC(=O)NCc2ccc3c(c2)CCN3C(=O)c2ccc(F)cc2)cc(OC)c1OC
  Pf Dd2 inh = i

These rows are one share of the data. The share of hits here may be higher or lower than overall.
